AmpC inh no detg – qHTS Inhibitors of AmpC Beta-Lactamase (assay without detergent); P00811; AmpC nitrocefin hydrolysis, absorbance 480 nm, 0.0001% Triton; Potency, µM (highest dose often 57.1 µM), without a hit: top-dose activity change, negative = inhibition, actives largely listed as inhibitors; actives 0.52% (n = 330,000);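 further: potency means the concentration at half of the fitted maximal effect; plate controls were no compound for no effect and no enzyme for full effect; nearly all actives have a fitted effect of over 20% in size; some results filed as inactive show a strong effect at the top dose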
Target sequence (P00811 whole entry, looked up): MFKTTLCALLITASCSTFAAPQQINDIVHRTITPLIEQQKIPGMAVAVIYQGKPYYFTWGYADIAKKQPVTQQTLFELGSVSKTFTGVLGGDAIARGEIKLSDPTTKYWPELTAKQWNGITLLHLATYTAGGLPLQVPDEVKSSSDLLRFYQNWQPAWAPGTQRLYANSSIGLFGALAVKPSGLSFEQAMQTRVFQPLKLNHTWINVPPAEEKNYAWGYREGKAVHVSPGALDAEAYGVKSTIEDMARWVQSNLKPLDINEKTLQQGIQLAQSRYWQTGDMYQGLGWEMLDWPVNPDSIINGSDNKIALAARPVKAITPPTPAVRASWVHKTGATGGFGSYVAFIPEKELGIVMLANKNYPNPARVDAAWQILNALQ
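20 mM phosphate pH 7.0 + 0.01% (detergent screen) or 0.0001% Triton X-100; 5.3 nM AmpC reagent; cpd preinc 15 min RT; nitrocefin (800 uM stock) to start; A480 q20 s × 4 min; Activity was normalised to no-enzyme and no-compound control wells.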
HCMV antiviral – qHTS Assay for inhibitors of the human cytomegalovirus (HCMV); HFF cells, HCMV-luciferase reporter, 72 h; stronger effect = lower value; activity change, negative = inhibition, % at 57.5 µM; actives 4.5% (n = 410,000); in the data active means activity change below about -60%; inconclusive means no clear call, values can overlap the other calls; inactive means above about -39%
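Compounds were evaluated in HFFs infected with an HCMV luciferase reporter virus (MOI 1 PFU/cell). Luciferase in lysates collected 72 h post infection served as the replication measure.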
AmpC detergent – qHTS Inhibitors of AmpC Beta-Lactamase (assay with detergent); P00811; AmpC hydrolysis of nitrocefin, absorbance 480 nm, 0.01% Triton; Potency, µM (top dose mostly 114 µM), without a hit: at the highest dose activity change, negative = inhibition, hits mostly inhibitors; actives 0.041% (n = 370,000); AID 485294, 2010;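 further: potency means the concentration at half of the fitted maximal effect; 0% = no-compound wells and -100% = no-enzyme wells; nearly all actives have a fitted effect of over 25% in size; some results filed as inactive show a strong effect at the top dose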
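AmpC (5.3 nM in the dispensed reagent) in 20 mM phosphate pH 7.0 with 0.01% (detergent screen) or 0.0001% Triton X-100 was preincubated with compounds for 15 min at room temperature. Nitrocefin was then added from an 800 uM solution, and hydrolysis was followed at 480 nm.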
HCV inhibitor – qHTS Assay for Inhibitors of Hepatitis C Virus (HCV) | Potency, µM (top dose mostly 41.8 µM), without a hit: at the top dose activity change, negative = inhibition, usual class: inhibitors | actives 3.4% (n = 340,000) | Huh7.5.1 HCVcc-Cre infection, luciferase reporter, 44 h; further: potency means the concentration at half of the fitted maximal effect
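Infectious HCV cell culture screen: compound-treated cells (1,000/well, pre-plated 4 h) are infected with HCVcc-Cre at roughly 0.5 moi and grown 44 h. Infection is quantified by luciferase signal after 15 min substrate incubation at room temperature.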
TbPYK inhibitor – qHTS of Trypanosoma Brucei Inhibitors; TbPYK enzyme, Kinase-Glo Plus ATP luminescence, 45 min; Potency, µM (top dose mostly 76.8 µM), without a hit: at the highest dose activity, negative = inhibition, hits mostly inhibitors; actives 0.12% (n = 410,000); AID 624173, 2012; further: potency means the concentration at half of the fitted maximal effect; nearly all actives have a fitted effect of over 50% in size
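Enzyme and substrate buffer are dispensed first and compound is pin-transferred. ADP at 130 uM final then starts the reaction, which runs 45 min at room temperature. Detection reagent is added for 10 min before luminescence is imaged.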
AMA1-RON2 inh – qHTS for Inhibitors of AMA1-RON; Towards Development of Antimalarial Drug Lead: Primary Screen; Plasmodium falciparum AMA1 (3D7) - RON2 peptide interaction; AlphaScreen AMA1-biotinylated RON2 peptide binding; Potency, µM (titrated, usually from 58.2 µM), inactives show at the top dose activity change, negative = inhibition, actives largely listed as inhibitors; actives 0.2% (n = 360,000);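 further: potency means the concentration at half of the fitted maximal effect; 0% = vehicle wells and -100% = peptide control; nearly all actives have a fitted effect of over 45% in size; some results filed as inactive show a strong effect at the top dose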
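AMA1 (3D7) with his tag at 25 nM final met compounds first, then biotinylated RON2 peptide at 25 nM; detection used donor plus acceptor beads, 10 µg/mL apiece, read by AlphaScreen after 30 min at room temperature.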
LmPK inhibitor – qHTS Assay for Inhibitors of Leishmania Mexicana Pyruvate Kinase (LmPK) | Q27686 | purified LmPK, Kinase-Glo ATP luminescence, 1 h | Potency, µM (series often up to 57.5 µM), inactives show at the top dose activity change, negative = inhibition, actives largely listed as inhibitors | actives 0.37% (n = 290,000); further: potency means the concentration at half of the fitted maximal effect
Target sequence (Q27686 whole entry, looked up): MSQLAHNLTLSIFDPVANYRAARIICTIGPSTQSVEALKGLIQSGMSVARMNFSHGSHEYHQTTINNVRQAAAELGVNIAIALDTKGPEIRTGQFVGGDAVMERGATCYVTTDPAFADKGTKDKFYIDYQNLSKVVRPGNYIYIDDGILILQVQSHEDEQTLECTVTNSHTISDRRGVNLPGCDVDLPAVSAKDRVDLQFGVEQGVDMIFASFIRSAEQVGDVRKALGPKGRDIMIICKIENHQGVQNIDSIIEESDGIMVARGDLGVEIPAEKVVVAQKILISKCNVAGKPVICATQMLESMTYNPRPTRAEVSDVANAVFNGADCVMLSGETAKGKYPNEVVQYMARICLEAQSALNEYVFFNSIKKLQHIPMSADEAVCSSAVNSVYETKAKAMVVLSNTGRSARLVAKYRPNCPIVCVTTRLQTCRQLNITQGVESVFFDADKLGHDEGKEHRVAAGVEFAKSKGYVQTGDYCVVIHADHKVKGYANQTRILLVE
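qHTS format; LmPK 0.1 nM; substrates PEP 0.5 mM and ADP 0.1 mM. One-hour room-temperature incubation, then coupled luciferase luminescence; 0.5 nM enzyme wells mark activation.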
An asterisk follows results filed as active; ? = inconclusive; · = no result given; [ ] = dose if it differs, or a comment. Unless noted, the call rests on the fitted dose curve; in most records, active means well fitted curve in the direction sought with a large enough effect; inconclusive means small, poorly fitted or top-dose-only effect, or another doubt; inactive means no such curve, though single readings can be large; an effect the other way counts as inactive or inconclusive. Unless noted, on the % scale 0 is the no-effect control and ±100 the full control effect. Compounds as they come; about 7.5% have a hit in one of these screens.

SMILES	AmpC inh no detg	HCMV antiviral	AmpC detergent	HCV inhibitor	TbPYK inhibitor	AMA1-RON2 inh	LmPK inhibitor
O=C1C2C3C=CC(O3)C2C(=O)N1CC(O)c1ccccc1 (stereo not drawn)	-16.3%	-23.0	?	17.1%	-2.8%	-2.8%	3.1%
O=C(Nc1ccc(Cl)c(Cl)c1)c1cc(S(=O)(=O)N2CCN(c3cccc(Cl)c3)CC2)ccc1F	·	-3.5	0.8%	·	0.8%	·	·
Cc1cc2n(n1)C(c1sccc1C)Nc1ccccc1-2 (stereo not drawn)	-39.3%	39.9	-3.8%	?	-5.1%	22.6%	2.9%
O=C(Cn1cc2c(n1)CCCC2)Nc1cc(C(F)(F)F)ccc1Cl	·	-9.1	-5.9%	·	-7.8%	·	·
COCCNc1nc(NCCN2CCNC2=O)c2sccc2n1	·	-11.6	·	·	2.3%	19.9%	·
CN1/C(=C\C(=O)COc2ccc3c(c2)OCO3)C(C)(C)c2ccccc21	-35.6%	?	-8.1%	?	-2.3%	?	3.2%
CCOc1ccccc1NC(=O)c1nn(C)c2c1CSc1ccccc1-2	·	-9.2	22.3%	·	-3.2%	·	·
COCc1cc(=O)n2c([nH]c3ccccc32)c1C#N	-9.1%	32.0	-9.8%	12.9%	-11.0%	8.9%	-7.1%
Cc1ccc(-c2noc(-c3nnn(-c4ccc(Br)cc4F)c3C)n2)cc1	·	-14.9	3.6%	·	4.8%	·	·
CCOC(=O)c1ccccc1OCc1cc(/C=N/NC(=O)c2cccnc2)ccc1OC	132.0%[activator]	77.2	-0.8%	-15.7%	-4.1%	-9.4%	-0.4%
CCc1ccc(CNC(=O)CCc2cn(C)c3ccccc23)cc1	-6.5%	-11.0	-7.9%	-6.2%	-3.2%	-3.2%	2.8%
O=C(N/N=C1\C2CN3CCN(C2)CC1(c1ccccc1)C3)Nc1ccccc1	-13.8%	-24.4	2.3%	12.2%	2.8%	-0.9%	2.8%

Laid out differently: entries from further up
| Structure | AmpC inh no detg | HCMV antiviral | AmpC detergent | HCV inhibitor | TbPYK inhibitor | AMA1-RON2 inh | LmPK inhibitor |
| --- | --- | --- | --- | --- | --- | --- | --- |
| O=C(Nc1ccc(Cl)c(Cl)c1)c1cc(S(=O)(=O)N2CCN(c3cccc(Cl)c3)CC2)ccc1F | · | -3.5 | 0.8% | · | 0.8% | · | · |
| Cc1cc2n(n1)C(c1sccc1C)Nc1ccccc1-2 (stereo not drawn) | -39.3% | 39.9 | -3.8% | ? | -5.1% | 22.6% | 2.9% |
| O=C(Cn1cc2c(n1)CCCC2)Nc1cc(C(F)(F)F)ccc1Cl | · | -9.1 | -5.9% | · | -7.8% | · | · |
| COCCNc1nc(NCCN2CCNC2=O)c2sccc2n1 | · | -11.6 | · | · | 2.3% | 19.9% | · |
| CN1/C(=C\C(=O)COc2ccc3c(c2)OCO3)C(C)(C)c2ccccc21 | -35.6% | ? | -8.1% | ? | -2.3% | ? | 3.2% |
| CCOc1ccccc1NC(=O)c1nn(C)c2c1CSc1ccccc1-2 | · | -9.2 | 22.3% | · | -3.2% | · | · |

Further entries
SMILES	AmpC inh no detg	HCMV antiviral	AmpC detergent	HCV inhibitor	TbPYK inhibitor	AMA1-RON2 inh	LmPK inhibitor
CN(CC(=O)Nc1ccc(F)cc1)C(=O)COC(=O)c1ccc(=O)n(Cc2ccccc2)n1	77.7%[activator]	3.8	0.9%	13.3%	-4.1%	-5.1%	·
CCCN=C1NC(=O)C(CC(=O)NCCc2ccccc2)S1 (stereo not drawn)	-45.7%	-17.7	?	-2.8%	3.7%	-4.6%	2.2%
O=[N+]([O-])c1ccc(COc2ccc(CN3CCOCC3)cc2)cc1	·	12.9	·	?	1.2%	-0.5%	·
O=C1CCCC2=C1C(c1cn(-c3ccccc3)nc1-c1cccs1)c1c([nH]c(=O)[nH]c1=O)N2 (stereo not drawn)	?	·	-12.5%	15.1%	5.5%	3.6%	3.4%
CC1CCCN(C(=O)c2cc(N3C(=O)C4C5CCC(C5)C4C3=O)ccc2Cl)C1 (stereo not drawn)	59.4%	·	-2.7%	·	·	·	5.7%
Cc1ccc(C(=O)Nc2cccc(-c3ccc(N4CCOCC4)nn3)c2)cc1C	152.0%[activator]	3.2	2.8%	?	-1.9%	11.3%	·
Cc1nc2ccc(F)cc2cc1C(=O)NCc1ccco1	-12.7%	13.2	0.1%	-1.7%	5.0%	3.1%	3.7%
COc1ccc(N(CC(=O)NCc2ccco2)C(=O)CCC(=O)Nc2nccs2)cc1	-20.6%	12.2	-0.3%	16.4%	-5.6%	-3.3%	-0.5%
COc1ccc(/C=C(/NC(=O)c2ccc(C)cc2)c2nc3ccccc3[nH]2)cc1OC	128.5%[activator]	9.8	-12.1%	?	-12.6%	6.2%	-0.5%
O=C(O)c1ccc(NC(=S)Nc2ccc(S(=O)(=O)Nc3ccccn3)cc2)cc1	·	-21.0	·	5.4%	-4.4%	0.0%	·
O=C(COc1cccnc1[N+](=O)[O-])Nc1ccc(Cl)cc1F	-9.8%	9.6	·	2.4%	-1.5%	0.8%	·
COc1ccc(OC)c(Nc2nc(-c3cccc([N+](=O)[O-])c3)nc3ccccc23)c1	-4.1%	?	-9.2%	13.4%	·	-7.1%	1.7%
CCCCOc1ccc(Cn2c(=O)oc3ccc(C)cc32)cc1	·	17.6	?	·	-0.2%	·	·
Cc1ccc(Nc2c(-c3cccnc3)nc3ccc(C)cn23)cc1	·	-1.1	0.9%	·	0.3%	·	·
Cc1cccc(C)c1NC(=O)Nc1ccc(S(N)(=O)=O)cc1	-6.9%	-2.6	-2.0%	10.8%	6.8%	-5.6%	1.6%
COc1cccc(/C=N/NC(=O)CN2C(=O)NC3NC(=O)NC32)c1 (stereo not drawn)	-2.2%	12.2	-11.2%	1.6%	-11.7%	3.7%	6.4%
O=C(Nc1ccccc1Cl)Oc1ccc(Cl)cc1Cl	-12.3%	-25.0	-5.8%	6.7%	-7.8%	-2.7%	1.9%
COCCn1c(SCC(=O)Nc2cc(C)on2)nnc1-c1ccccc1	-28.1%	?	?	-5.1%	0.0%	-1.9%	2.8%
CC(=O)NC(Cc1c[nH]c2ccccc12)C(=O)N/N=C/c1ccccc1 (stereo not drawn)	-6.6%	21.2	?	20.3%	1.9%	8.5%	1.0%
COC(=O)c1cc(C(=O)N(Cc2ccccc2)c2ccccn2)cc([N+](=O)[O-])c1	-21.3%	-2.5	-7.0%	-9.2%	3.0%	-10.3%	0.5%
CCOc1ccc(CCNC(=O)c2cc3ccccn3n2)cc1OCC	1.2%	9.7	-13.7%	12.6µM*	-1.2%	-3.7%	1.8%
O=C(CSCc1ccccc1)Nc1ccc(S(=O)(=O)Nc2ncccn2)cc1	-25.3%	14.5	?	21.2%	-13.4%	-28.8%	-3.6%
COc1ccc(CNC(=S)Nc2cc(C)ccc2C)cc1	-24.3%	-19.0	-0.1%	?	-8.2%	-3.2%	0.7%
COc1cc(C(=O)NNC(=O)c2n[nH]c3ccccc23)cc(OC)c1OC	-13.8%	-10.0	?	-1.6%	-1.1%	93.9%[activator]	·
CCOC(=O)C1(CCCc2ccccc2)CCN(C(=O)C2CCCO2)CC1 (stereo not drawn)	160.4%[activator]	-13.0	-3.7%	-1.4%	-9.6%	25.0%	-2.2%
COc1ccc(S(=O)(=O)Nc2cccc(-c3ccc(N4CCCC4)nn3)c2)cc1OC	·	-36.3	6.6%	·	0.0%	·	·
COc1ccc(N2CCN(C(=O)CCc3c(C)nc4cc(-c5cccc(F)c5)nn4c3C)CC2)cc1	·	-37.1	6.2%	·	6.0%	·	·
CSc1ccccc1-n1nnnc1SCC(=O)NCc1cccs1	-13.1%	2.0	?	-46.1%	5.4%	-3.4%	2.8%
Cc1nc(-c2ccc(Cl)cc2)sc1C(=O)NN	28.2%	?	6.5%	-25.4%	2.3%	15.7%	1.5%
O=c1[nH]cnc2scc(C3COc4ccccc4O3)c12 (stereo not drawn)	-37.0%	37.2	?	13.7%	-0.1%	15.2%	1.8%
COc1cc(NC(C)=O)ccc1NC(=O)c1cc2ccccc2o1	0.4%	60.8	-11.8%	-21.3%	-5.5%	7.5%	-3.5%
CC(C)(C)NCc1cccn1-c1sc2c(c1C#N)CCCC2	0.7%	34.5	?	12.7%	26.6%	-18.8%	-0.5%
O=C(Nc1ccc2c(c1)Cc1ccccc1-2)c1ccco1	-13.1%	39.9	-12.2%	-13.2%	0.3%	-4.6%	-0.8%
O=C(NCc1ccco1)C1CCCN1S(=O)(=O)c1ccccc1C(F)(F)F (stereo not drawn)	4.6%	-15.9	-3.2%	9.9%	3.6%	0.0%	2.5%
O=C(COC(=O)C1CC(=O)N(c2ccccc2)C1)c1ccccc1 (stereo not drawn)	1.41µM*	-2.6	?	1.0%	-4.0%	-0.6%	3.0%
CCc1nnc(NC(=O)c2nc(SC)ncc2Cl)s1	·	24.0	12.6%	·	1.8%	·	·
Cc1ccccc1OCC(=O)N/N=C1\CCOc2c(C)cccc21	-24.0%	23.9	-3.4%	-13.2%	-7.0%	-1.7%	0.9%
COc1ccc2[nH]c(C(=O)O)c(CCC(=O)O)c2c1	-13.4%	-3.2	0.6%	3.6%	-3.7%	-14.4%	-8.2%
Cc1nn(C)c(=O)n1-c1ccccc1	56.2%	30.9	-11.7%	22.3%	2.6%	-7.4%	10.9%
Cc1nn(C(=O)CCCC(=O)NCc2ccccc2)c2ccccc12	4.6%	-21.9	-0.8%	22.4µM*	1.0%	-2.3%	4.3%
CCC(c1nnnn1Cc1cccs1)N1CCN(c2nc3ccccc3s2)CC1 (stereo not drawn)	39.5%	?	?	?	-15.5%	-11.7%	6.0%
Cc1ccc(Nc2ncc3c(n2)CC(c2ccco2)CC3=O)c(C)c1 (stereo not drawn)	-35.0%	19.4	-0.2%	-28.4%	-23.3%	-7.1%	2.6%
O=C(CN1CCN(C(=O)c2cccc(F)c2)CC1)Nc1ccccc1F	-12.3%	39.3	-1.3%	13.1%	-8.0%	9.9%	0.3%
